TcdB inh = inhibitors of Clostridioides difficile toxin B glycohydrolase; TcdB glycohydrolase enzymatic assay, plate reader; inhibition, % at 9.99 µM; 0.24% of 350,000 active; AID 652162; in the data active = inhibition above about 10%
Target sequence (P18177 whole entry, looked up): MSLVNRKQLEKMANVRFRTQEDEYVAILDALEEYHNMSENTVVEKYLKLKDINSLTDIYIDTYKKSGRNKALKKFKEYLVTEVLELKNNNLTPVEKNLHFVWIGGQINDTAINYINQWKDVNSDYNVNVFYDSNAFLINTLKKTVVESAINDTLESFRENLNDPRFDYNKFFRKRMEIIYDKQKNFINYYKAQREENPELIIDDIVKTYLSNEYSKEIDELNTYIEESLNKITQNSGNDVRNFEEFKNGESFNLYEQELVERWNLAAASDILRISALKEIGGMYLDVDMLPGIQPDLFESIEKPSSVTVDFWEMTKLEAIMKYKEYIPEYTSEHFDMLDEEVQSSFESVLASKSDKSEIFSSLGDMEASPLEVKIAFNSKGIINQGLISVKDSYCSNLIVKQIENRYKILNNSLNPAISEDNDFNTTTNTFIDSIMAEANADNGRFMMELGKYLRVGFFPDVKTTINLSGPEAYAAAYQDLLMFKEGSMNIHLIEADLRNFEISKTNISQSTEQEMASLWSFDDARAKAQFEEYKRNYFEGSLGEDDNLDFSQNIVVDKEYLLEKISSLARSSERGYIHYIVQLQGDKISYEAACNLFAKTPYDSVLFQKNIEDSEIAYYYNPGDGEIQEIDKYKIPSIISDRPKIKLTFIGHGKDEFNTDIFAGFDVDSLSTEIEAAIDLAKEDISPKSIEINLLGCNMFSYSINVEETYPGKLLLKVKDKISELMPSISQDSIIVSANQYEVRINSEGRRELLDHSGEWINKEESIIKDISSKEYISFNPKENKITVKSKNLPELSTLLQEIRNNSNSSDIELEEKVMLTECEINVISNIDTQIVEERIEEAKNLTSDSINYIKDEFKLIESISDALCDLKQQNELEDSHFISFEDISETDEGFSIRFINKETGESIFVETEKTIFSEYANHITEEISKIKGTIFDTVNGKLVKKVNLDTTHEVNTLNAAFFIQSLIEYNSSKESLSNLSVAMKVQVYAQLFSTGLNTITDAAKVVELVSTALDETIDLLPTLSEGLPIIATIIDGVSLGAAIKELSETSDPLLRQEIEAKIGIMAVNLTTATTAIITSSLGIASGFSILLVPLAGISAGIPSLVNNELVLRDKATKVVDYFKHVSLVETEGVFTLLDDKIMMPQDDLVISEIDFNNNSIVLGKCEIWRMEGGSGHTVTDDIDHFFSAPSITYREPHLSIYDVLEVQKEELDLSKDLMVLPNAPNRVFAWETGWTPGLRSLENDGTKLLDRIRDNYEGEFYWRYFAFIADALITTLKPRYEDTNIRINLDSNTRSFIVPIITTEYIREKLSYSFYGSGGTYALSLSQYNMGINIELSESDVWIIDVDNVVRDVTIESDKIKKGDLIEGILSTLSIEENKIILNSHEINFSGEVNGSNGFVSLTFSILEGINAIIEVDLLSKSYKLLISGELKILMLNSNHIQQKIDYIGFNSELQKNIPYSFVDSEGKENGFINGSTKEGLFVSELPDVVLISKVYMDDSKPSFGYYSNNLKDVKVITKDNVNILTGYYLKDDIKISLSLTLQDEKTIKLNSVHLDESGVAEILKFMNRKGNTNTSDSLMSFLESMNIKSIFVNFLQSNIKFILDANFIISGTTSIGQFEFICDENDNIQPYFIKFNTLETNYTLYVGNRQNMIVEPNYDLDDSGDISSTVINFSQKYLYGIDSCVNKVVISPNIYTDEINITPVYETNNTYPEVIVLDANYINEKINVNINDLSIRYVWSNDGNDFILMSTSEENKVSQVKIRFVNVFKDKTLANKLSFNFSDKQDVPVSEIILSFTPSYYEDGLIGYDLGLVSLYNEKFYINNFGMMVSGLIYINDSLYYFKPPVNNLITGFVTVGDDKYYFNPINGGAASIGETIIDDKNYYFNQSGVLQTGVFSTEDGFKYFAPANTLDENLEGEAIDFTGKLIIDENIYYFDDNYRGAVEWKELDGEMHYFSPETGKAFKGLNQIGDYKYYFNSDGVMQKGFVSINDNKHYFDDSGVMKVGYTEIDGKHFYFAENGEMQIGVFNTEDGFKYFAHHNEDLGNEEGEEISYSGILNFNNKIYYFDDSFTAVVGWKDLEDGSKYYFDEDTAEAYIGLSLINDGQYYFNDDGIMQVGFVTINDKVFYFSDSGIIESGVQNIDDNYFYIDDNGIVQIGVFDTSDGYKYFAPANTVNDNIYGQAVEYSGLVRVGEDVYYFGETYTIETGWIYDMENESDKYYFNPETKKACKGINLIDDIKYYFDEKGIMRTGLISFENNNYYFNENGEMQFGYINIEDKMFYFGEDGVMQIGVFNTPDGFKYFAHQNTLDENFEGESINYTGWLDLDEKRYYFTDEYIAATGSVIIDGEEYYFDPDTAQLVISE
* marks the source's active call; other numbers are inactive results. An excerpt; rates above refer to the full screens.

Start of the data: the first 5 records (preview)
SMILES	TcdB inh
Cc1ccc(S(=O)(=O)N(C)C[C@@H]2OCCCC[C@@H](C)Oc3ccc(NC(=O)NC(C)C)cc3C(=O)N([C@@H](C)CO)C[C@H]2C)cc1	1.7
CO[C@@H]1CN(C)C(=O)c2cc(NC(=O)Nc3c(C)noc3C)ccc2OC[C@H](C)N(C)C[C@@H]1C	-1.4
O=C(C1CCCCC1)N1C[C@H]2[C@@H](c3ccccc31)[C@@H](CO)N2CC1CCOCC1	0.1
CO[C@H]1CN(C)C(=O)c2cc(NC(=O)c3ccccc3)ccc2OC[C@H](C)N(C(=O)CN(C)C)C[C@H]1C	0.6
Cc1ccc(S(=O)(=O)N[C@H]2CC[C@@H](CCNS(=O)(=O)Cc3ccccc3)O[C@H]2CO)cc1	0.0

This part in full, repeating the preview:
SMILES	TcdB inh
Cc1ccc(S(=O)(=O)N(C)C[C@@H]2OCCCC[C@@H](C)Oc3ccc(NC(=O)NC(C)C)cc3C(=O)N([C@@H](C)CO)C[C@H]2C)cc1	1.7
CO[C@@H]1CN(C)C(=O)c2cc(NC(=O)Nc3c(C)noc3C)ccc2OC[C@H](C)N(C)C[C@@H]1C	-1.4
O=C(C1CCCCC1)N1C[C@H]2[C@@H](c3ccccc31)[C@@H](CO)N2CC1CCOCC1	0.1
CO[C@H]1CN(C)C(=O)c2cc(NC(=O)c3ccccc3)ccc2OC[C@H](C)N(C(=O)CN(C)C)C[C@H]1C	0.6
Cc1ccc(S(=O)(=O)N[C@H]2CC[C@@H](CCNS(=O)(=O)Cc3ccccc3)O[C@H]2CO)cc1	0.0
C[C@@H]1CN([C@@H](C)CO)C(=O)c2cc(NC(=O)NC3CCCCC3)ccc2O[C@H]1CN(C)S(=O)(=O)c1cn(C)cn1	-0.7
C[C@@H]1CN([C@H](C)CO)S(=O)(=O)c2ccc(C#Cc3ccc(F)cc3)cc2O[C@@H]1CN(C)S(=O)(=O)c1cn(C)cn1	0.9
O=C(Nc1ccccc1F)N[C@H]1CC[C@@H](CCNC(=O)C2CCC2)O[C@@H]1CO	0.7
C[C@@H]1CCCCO[C@@H](CN(C)Cc2ccc(Cl)c(Cl)c2)[C@H](C)CN([C@H](C)CO)C(=O)c2cc(NS(=O)(=O)c3cccs3)ccc2O1	0.8
CO[C@@H]1CN(C)C(=O)c2cc(NC(=O)Nc3ccccc3F)ccc2OC[C@H](C)N(Cc2ccccc2C(=O)O)C[C@H]1C	-0.1

The final two compounds of the part before are carried over, then new ones follow.
SMILES	TcdB inh
C[C@@H]1CCCCO[C@@H](CN(C)Cc2ccc(Cl)c(Cl)c2)[C@H](C)CN([C@H](C)CO)C(=O)c2cc(NS(=O)(=O)c3cccs3)ccc2O1	0.8
CO[C@@H]1CN(C)C(=O)c2cc(NC(=O)Nc3ccccc3F)ccc2OC[C@H](C)N(Cc2ccccc2C(=O)O)C[C@H]1C	-0.1
CC=Cc1ccc2n(c1=O)C[C@@H]1[C@@H](CO)[C@H](C(=O)NCC)N(C(=O)c3cccnc3)[C@H]21 (mixture of isomers)	1.4
CCCN(C)C[C@H]1Oc2cc(/C=C/c3ccccc3)ccc2S(=O)(=O)N([C@H](C)CO)C[C@H]1C	0.5
COc1ccc(NC(=O)Nc2cccc3c2O[C@H](CN(C)C)[C@@H](C)CN([C@@H](C)CO)C3=O)cc1	-0.2
N#C[C@@H]1[C@@H](c2ccc(C3=CCCC3)cc2)[C@@H](CO)N1S(=O)(=O)c1ccccc1	-0.3
COCCOC(=O)N1C(=O)[C@@]2(c3cc(C#CC4(O)CCCCCC4)ccc31)[C@H](C(=O)N1CCN(c3ncccn3)CC1)[C@H]1C(=O)O[C@H](c3ccccc3)[C@H](c3ccccc3)N1[C@@H]2c1ccccc1OCCO	-0.2
COC(=O)C(CC#Cc1ccc2c(c1)[C@]1(C(=O)N2)[C@H](c2ccc(OCCO)cc2)N2[C@H](c3ccccc3)[C@H](c3ccccc3)OC(=O)[C@H]2[C@@H]1C(=O)NC[C@H](O)c1ccccc1)C(=O)OC	2.7
O=C(Cc1ccncc1)N1CC(=O)N2[C@@H](CO)[C@H](c3ccc(Br)cc3)[C@@H]2C1	-0.1
C[C@@H]1CN([C@@H](C)CO)C(=O)c2cc(-c3ccc(F)cc3)cnc2O[C@H]1CN(C)Cc1ccccn1	0.3
O=C(NC1CCCC1)N1CC(=O)N2[C@H](C1)[C@@H](c1ccc(-c3ccc(F)cc3)cc1)[C@@H]2CO	1.1
C[C@@H]1CN([C@@H](C)CO)C(=O)c2cc(NC(=O)c3ccccc3)ccc2O[C@@H](C)CCCCO[C@@H]1CN(C)CC1CCCCC1	-2.1
C[C@H](CO)N1C[C@H](C)[C@H](CN(C)C(=O)c2ccncc2)Oc2cc(C3=CCCCC3)ccc2S1(=O)=O	0.6
C[C@H](CO)N1C[C@H](C)[C@@H](CN(C)C(=O)CC2CC2)Oc2ncc(C#Cc3cccnc3)cc2C1=O	-1.4
Cc1cccc(-c2ccc([C@H]3[C@H](CO)N4C(=O)CN(C(=O)CN5CCOCC5)C[C@@H]34)cc2)c1	1.8
C[C@@H]1CN([C@@H](C)CO)C(=O)c2cc(NC(=O)C3CCCCC3)ccc2O[C@@H](C)CCCCO[C@@H]1CN(C)C(=O)Nc1ccccc1	-0.5
O=C(CC(F)(F)F)N1C[C@H]2[C@@H](c3ccccc31)[C@@H](CO)N2C(=O)C1CCCC1	0.5
COC(=O)[C@H]1[C@H](CO)[C@H]2Cn3c(ccc(-c4ccncc4)c3=O)[C@H]2N1CC1CCCC1	0.1
COCC#Cc1cnc2c(c1)C(=O)N([C@@H](C)CO)C[C@H](C)[C@@H](CN(C)C(=O)Cc1ccccc1)O2	0.7
COc1ccc(-c2ccc([C@@H]3[C@H]4CN(Cc5ccccc5)CC(=O)N4[C@H]3CO)cc2)cc1	0.3
OC[C@@H]1[C@H](c2ccc(C#Cc3ccccc3)cc2)[C@@H]2CN(Cc3cncnc3)CCCCN12	1.7
COCC(=O)Nc1ccc2c(c1)C(=O)N(C)C[C@@H](OC)[C@H](C)CN(Cc1cccnc1)[C@@H](C)CO2	-0.1
O=C(NC1CCC1)[C@H]1[C@H](CO)[C@H]2Cn3c(ccc(-c4ccccc4F)c3=O)[C@@H]1N2C(=O)CC1CC1	-3.9
C[C@@H]1CCCCO[C@@H](CN(C)C(=O)CCCN(C)C)[C@H](C)CN([C@H](C)CO)C(=O)c2cc(NC(=O)Cc3ccccc3)ccc2O1	-0.3
CO[C@@H]1CN(C)C(=O)c2cc(NC(C)=O)ccc2OC[C@@H](C)N(CCC(F)(F)F)C[C@@H]1C	-1.7
CCCNC(=O)N(C)C[C@H]1Oc2cc(C#CC(C)(C)O)ccc2S(=O)(=O)N([C@@H](C)CO)C[C@H]1C	-1.1
C[C@@H]1CN([C@@H](C)CO)C(=O)c2cccc(NS(=O)(=O)c3ccc(Cl)cc3)c2O[C@H]1CN(C)C(=O)NC1CCCCC1	0.4
C[C@@H]1CCCCO[C@H](CN(C)S(=O)(=O)c2cccs2)[C@@H](C)CN([C@H](C)CO)C(=O)c2cc(NS(=O)(=O)c3cccs3)ccc2O1	-0.5
O=C(C[C@H]1C[C@@H]2c3cc(NC(=O)c4ccc5c(c4)OCO5)ccc3O[C@@H]2[C@@H](CO)O1)NC1CCCCC1	0.2
CN1c2ccc(-c3ccc(F)cc3)cc2[C@H]2[C@H](CCN2C(=O)Cc2cccnc2)[C@@H]1CO	-0.1
C[C@@H]1CN([C@@H](C)CO)C(=O)c2cccc(NC(=O)c3ccc(-c4nccs4)cc3)c2O[C@H]1CN(C)Cc1ccc(Oc2ccccc2)cc1	-7.8
CN(C)CC#Cc1ccc([C@H]2[C@H](CO)N3CCCCN(C(=O)NC4CCCC4)C[C@@H]23)cc1	0.2
COc1ccc(CN(C)C[C@@H]2Oc3ccc(NC(=O)Nc4c(C)noc4C)cc3CC(=O)N([C@@H](C)CO)C[C@@H]2C)cc1	-0.5
COc1ccccc1CNC(=O)C[C@@H]1CC[C@@H]2[C@H](COC[C@H](O)CN2C(=O)Nc2ccc(C(F)(F)F)cc2)O1	-0.8
CC=Cc1ccc2n(c1=O)C[C@@H]1[C@@H](CO)[C@H](C(=O)NC3Cc4ccccc4C3)N(CC3CC3)[C@H]21 (mixture of isomers)	-0.6
CCS(=O)(=O)Nc1ccc2c(c1)C(=O)N(C)C[C@@H](OC)[C@H](C)CN(Cc1ccccn1)[C@H](C)CO2	0.4
C[C@@H]1CN([C@H](C)CO)C(=O)c2cccc(NC(=O)Nc3ccccc3)c2O[C@@H]1CN(C)Cc1ccccc1	-1.0
C[C@@H]1CN([C@@H](C)CO)C(=O)c2cc(NC(=O)c3ccncc3)ccc2O[C@@H]1CN(C)C(=O)Nc1ccc(F)cc1	0.3
Cc1ccc(S(=O)(=O)N(C)C[C@H]2Oc3c(NC(=O)c4ccncc4)cccc3C(=O)N([C@@H](C)CO)C[C@H]2C)cc1	-0.1
Cc1ccccc1S(=O)(=O)NCC[C@@H]1CC[C@H](NC(=O)C2CCCCC2)[C@@H](CO)O1	0.7
COc1ccc2c3c(n(C)c2c1)[C@@H](CO)N(Cc1ccc(Cl)cc1)CC31CCN(C(=O)NC(C)C)CC1	-1.7
C[C@H](CO)N1C[C@H](C)[C@H](CN(C)Cc2ccccn2)Oc2ncc(-c3cccc(F)c3)cc2C1=O	1.5
O=C(Nc1ccc(F)cc1)N[C@H]1C=C[C@H](CC(=O)N2CCCCC2)O[C@H]1CO	-0.5
C[C@H]1CN([C@@H](C)CO)C(=O)Cc2cc(N(C)C)ccc2O[C@@H]1CN(C)S(=O)(=O)c1ccc(Cl)cc1	-2.7
CO[C@H]1CN(C)C(=O)c2ccc(NC(=O)C3CCCC3)cc2OC[C@@H](C)N(C(C)=O)C[C@@H]1C	0.2
C[C@@H]1CCCCO[C@@H](CN(C)C(=O)Nc2ccccc2)[C@H](C)CN([C@@H](C)CO)C(=O)c2cc(NC(=O)Nc3cccc4ccccc34)ccc2O1	0.2
CO[C@@H]1CN(C)C(=O)c2ccc(NS(=O)(=O)CC(F)(F)F)cc2OC[C@H](C)N(Cc2nccs2)C[C@@H]1C	0.7
COCCN(C[C@@H]1N[C@@H](CO)[C@H]1c1ccc(-c2cccnc2)cc1)C(C)=O	-2.0
CC(C)NC(=O)Nc1ccc2c(c1)CC(=O)N([C@H](C)CO)C[C@H](C)[C@H](CN(C)CC1CC1)O2	-1.7
C[C@@H]1CN([C@@H](C)CO)C(=O)c2cc(C#CC3CCCCC3)cnc2O[C@H]1CN(C)S(=O)(=O)c1ccc(F)cc1	-3.4
CN(C)CC#Cc1ccc([C@H]2[C@@H](CO)N3CCCCN(CC4CC4)C[C@@H]23)cc1	-1.0
COc1ccc(S(=O)(=O)N2[C@@H]3CNC[C@H]2C3c2ccc(-c3ccncc3)cc2)cc1 (some centres undefined)	-0.5

Fetched one by one from the list above (3):
SMILES	TcdB inh
CO[C@H]1CN(C)C(=O)c2ccc(NC(=O)C3CCCC3)cc2OC[C@@H](C)N(C(C)=O)C[C@@H]1C	0.2
CO[C@@H]1CN(C)C(=O)c2ccc(NS(=O)(=O)CC(F)(F)F)cc2OC[C@H](C)N(Cc2nccs2)C[C@@H]1C	0.7
C[C@H]1CN([C@@H](C)CO)C(=O)Cc2cc(N(C)C)ccc2O[C@@H]1CN(C)S(=O)(=O)c1ccc(Cl)cc1	-2.7

More compounds
SMILES	TcdB inh
COCc1cn(CC[C@@H]2CC[C@H](NC(=O)Nc3ccc(C(F)(F)F)cc3)[C@H](CO)O2)nn1	0.8
CCCN1C[C@H](C)[C@@H](OC)CN(C)C(=O)c2ccc(NC(=O)c3cnccn3)cc2OC[C@@H]1C	-1.4
O=C(c1cnccn1)N1CC(=O)N2[C@H](C1)[C@@H](c1ccc(C#CCC3CCCC3)cc1)[C@@H]2CO	-0.3
C[C@@H]1CCCCO[C@H](CN(C)C(=O)Nc2ccccc2)[C@@H](C)CN([C@H](C)CO)C(=O)c2cc(NC(=O)Nc3cccc4ccccc34)ccc2O1	0.2
C[C@@H]1CN([C@@H](C)CO)C(=O)c2cc(NS(=O)(=O)c3ccccc3)ccc2O[C@H]1CN(C)CC1CC1	-1.6
Cc1noc(C)c1NC(=O)N(C)C[C@H]1Oc2c(NC(=O)C3CCCCC3)cccc2C(=O)N([C@@H](C)CO)C[C@H]1C	-1.4
Cc1ccc(S(=O)(=O)N[C@H]2CC[C@@H](CC(=O)NCc3ccc(Cl)c(Cl)c3)O[C@H]2CO)cc1	1.3
C[C@H](CO)N1C[C@H](C)[C@@H](CN(C)Cc2ccc(Cl)c(Cl)c2)Oc2ccc(NC(=O)Nc3ccccc3)cc2CC1=O	-0.1
C[C@H]1CN([C@@H](C)CO)C(=O)c2cc(NS(=O)(=O)c3cn(C)cn3)ccc2O[C@H]1CN(C)S(=O)(=O)c1ccccc1	-0.9
C[C@H]1CN([C@@H](C)CO)C(=O)Cc2cc(NS(C)(=O)=O)ccc2O[C@H]1CN(C)S(C)(=O)=O	-0.4
COC(=O)C[C@H]1CC[C@H]2[C@@H](COC[C@H](O)CN2CCC(F)(F)F)O1	0.4
C[C@@H]1CN([C@@H](C)CO)C(=O)c2cc(-c3ccc(C#N)cc3)cnc2O[C@H]1CN(C)Cc1ccccn1	-1.5
C[C@@H]1CN([C@@H](C)CO)C(=O)Cc2cc(NC(=O)Nc3ccc(C(F)(F)F)cc3)ccc2O[C@H]1CN(C)S(=O)(=O)c1cccs1	0.1
O=C(NC[C@H]1N[C@H](CO)[C@H]1c1ccccc1)C1CC1	-0.3
C[C@@H]1CCCCO[C@H](CN(C)C(=O)Nc2ccc3c(c2)OCO3)[C@H](C)CN([C@@H](C)CO)C(=O)c2cc(NC(=O)CCCN(C)C)ccc2O1	3.3
C[C@@H]1CN([C@H](C)CO)S(=O)(=O)c2ccc(C#CC3CC3)cc2O[C@H]1CN(C)C(=O)C1CC1	0.8
CC(C)NC(=O)Nc1ccc2c(c1)C(=O)N([C@H](C)CO)C[C@H](C)[C@@H](CN(C)CC1CC1)OCCCC[C@H](C)O2	-0.6
CO[C@H]1CN(C)C(=O)c2cc(NC(=O)Nc3cccc(Cl)c3)ccc2OC[C@H](C)N(C)C[C@@H]1C	0.9
O=C(C[C@@H]1CC[C@H]2[C@@H](COC[C@@H](O)CN2S(=O)(=O)c2cccc(Cl)c2)O1)N1CCOCC1	-1.1
CCC(=O)N(C)C[C@@H]1Oc2cc(C#CC(C)(C)O)ccc2S(=O)(=O)N([C@H](C)CO)C[C@H]1C	-0.4

Screens from PubChem BioAssay.
